Screening data deposited in PubChem by National Center for Advancing Translational Sciences (NCATS).
EPAC2 agonist = qHTS for Agonist of cAMP-regulated guanine nucleotide exchange factor 4 (EPAC2): primary screen; Rap guanine nucleotide exchange factor 4 (Homo sapiens), Q8WZA2; Potency, µM (doses to about 154 µM), inactives show at the highest dose activation, hits mostly activators; hit rate 0.079% among 360,000; EPAC2 activation, biochemical qHTS; response scale: 100% = 6.5 mM cAMP response; also: potency is read from the fitted curve at half-maximal effect; nearly all actives have a fitted effect of over 50% in size
Target sequence (Q8WZA2 whole entry, looked up): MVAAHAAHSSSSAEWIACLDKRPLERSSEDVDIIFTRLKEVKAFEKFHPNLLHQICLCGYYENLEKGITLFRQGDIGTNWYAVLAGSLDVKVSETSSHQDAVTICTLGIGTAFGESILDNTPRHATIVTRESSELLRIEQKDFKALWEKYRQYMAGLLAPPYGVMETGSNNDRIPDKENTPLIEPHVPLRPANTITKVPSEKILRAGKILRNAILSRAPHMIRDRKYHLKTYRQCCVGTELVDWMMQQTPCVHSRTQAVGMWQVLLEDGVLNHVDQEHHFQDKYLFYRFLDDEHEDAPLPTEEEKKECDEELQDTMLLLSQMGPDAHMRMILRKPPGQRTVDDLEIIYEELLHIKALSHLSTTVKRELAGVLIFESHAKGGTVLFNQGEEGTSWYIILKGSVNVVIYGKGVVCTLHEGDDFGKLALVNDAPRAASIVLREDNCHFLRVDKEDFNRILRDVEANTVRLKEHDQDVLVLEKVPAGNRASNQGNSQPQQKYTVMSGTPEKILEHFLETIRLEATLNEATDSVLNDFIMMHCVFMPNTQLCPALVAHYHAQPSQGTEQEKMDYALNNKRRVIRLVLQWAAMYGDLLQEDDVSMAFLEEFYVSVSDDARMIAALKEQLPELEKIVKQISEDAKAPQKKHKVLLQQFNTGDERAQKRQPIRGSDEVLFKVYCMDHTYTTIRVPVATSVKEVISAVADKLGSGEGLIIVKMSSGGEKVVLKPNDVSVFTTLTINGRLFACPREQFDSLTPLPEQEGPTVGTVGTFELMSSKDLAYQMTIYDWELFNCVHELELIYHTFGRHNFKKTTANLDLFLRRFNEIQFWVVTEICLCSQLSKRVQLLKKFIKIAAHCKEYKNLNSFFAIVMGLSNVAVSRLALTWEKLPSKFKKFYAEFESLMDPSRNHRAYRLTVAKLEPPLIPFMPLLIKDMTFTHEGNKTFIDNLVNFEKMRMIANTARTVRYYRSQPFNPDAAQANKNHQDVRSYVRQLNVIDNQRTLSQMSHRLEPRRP
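Nucleotide exchange monitored as fluorescence drop when BODIPY-GDP leaves Rap1B. Reaction: 100 nM EPAC2, 250 nM RAP1B-BODIPY-GDP, 50 uM GDP, room temperature, kinetic read over 30 min. Activity expressed relative to 6.5 mM cAMP.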
Mm-Cpn inhibitor = Inhibitors of TCP-1 ring complex (TRiC) of Methanococcus maripaludis (MmCpn): qHTS; Chaperonin Mm-Cpn (Methanococcus maripaludis); purified Mm-Cpn ATPase, ADP Transcreener TR-FRET; Potency, µM (doses to about 76.9 µM), for the others: at the top dose activity, negative = inhibition, actives largely listed as inhibitors; hit rate 0.031% among 330,000; AID 504842, 2011; also: potency is read from the fitted curve at half-maximal effect; % is scaled to controls: 0 for no effect and ±100 for the full control effect; nearly all actives have a fitted effect of over 80% in size
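25 nM Mm-CPN + cpd, 10 min 37°C; + 10 uM ATP, 30 min 37°C; buffer 30 mM Tris pH 7.4, 100 mM KCl, 5 mM MgCl2, 1 mM DTT; Transcreener ADP HTRF detection 30 min RT.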
Nrf2 block = Nrf2 qHTS screen for inhibitors. hit rate 2.1% among 360,000. Potency, µM (top dose mostly 46 µM), inactives show at the top dose activity change, negative = inhibition, usual class: inhibitors. A549 ARE-Fluc reporter, luciferase luminescence, 18-24 h; also: potency is read from the fitted curve at half-maximal effect; % is scaled to controls: 0 for no effect and ±100 for the full control effect; nearly all actives have a fitted effect of over 60% in size
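Two sequential reads on A549 ARE_Fluc cells exposed to compound for 18-24 h: a CellTiter-Fluor fluorescence read for viability, then a luciferase luminescence read for Nrf2/ARE activity.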
TGFb inhibitor = qHTS for Inhibitors of TGF-b; HepG2 CAGA-GFP TGF-b/SMAD3 reporter, GFP fluorescence, 18 h; TGF-beta stimulated, 500 pg/mL final; hit rate 1.2% among 410,000; AID 588855, 2011; Potency, µM (titrated, usually from 46.1 µM), for the others: at the highest dose activity, negative = inhibition, usual class: inhibitors; also: potency is read from the fitted curve at half-maximal effect; % is scaled to controls: 0 for no effect and ±100 for the full control effect; nearly all actives have a fitted effect of over 65% in size
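Inhibition was scored as loss of TGF-beta-induced (500 pg/mL final, 18 hours, 37 degrees C) GFP in HEPG2 cells carrying a CAGA-GFP reporter, in DMEM with 1% FBS. Well GFP was summed per cell; Activity was normalised to unstimulated and stimulated DMSO wells, then concentration-response fitting.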
EPAC2 antagonist = qHTS for Antagonist of cAMP-regulated guanine nucleotide exchange factor 2 (EPAC2): primary screen. Rap guanine nucleotide exchange factor 4 (Homo sapiens), Q8WZA2. EPAC2 GEF exchange of Rap1B-BODIPY-GDP, fluorescence. Potency, µM (series often up to 114 µM), inactives show top-dose activity, negative = inhibition, actives largely listed as inhibitors. hit rate 0.18% among 360,000. AID 720708, 2013; also: potency is read from the fitted curve at half-maximal effect; % is scaled to controls: 0 for no effect and ±100 for the full control effect; nearly all actives have a fitted effect of over 45% in size; many of its hits are not listed in these tables
CCT chaperon mod = High-Throughput Screening for Modulators of Cytosolic Chaperonin Activity | hit rate 0.3% among 360,000 | purified chaperonin ATPase assay, HTRF ADP detection, 30 min | AID 651819, 2012 | activity change, % (no concentration beside the values), hits read low; in the data active = activity change below about -30%; also: % is scaled to controls: 0 for no effect and ±100 for the full control effect
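First, chaperonin was dispensed at 40 nM or 20 nM final depending on batch activity. Next, compounds were pinned at 76 uM and ATP added at 10 uM. After 30 min at 37 °C, ADP detection reagents ran 30 min at ambient temperature.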
Akt phos inh = HTS Assay for Inhibitors of Akt Phophorylation: Primary Screen. hit rate 0.32% among 360,000. AID 651550, 2012. activity change, % for hits at 50 µM. Neuro2A IGF-stimulated pAkt S473 HTRF, 20 min; hits give low values; in the data active = activity change below about -80%; inconclusive = mostly about -51% to -80%; also: % is scaled to controls: 0 for no effect and ±100 for the full control effect
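Single-point screen (50 µM final compound) in Neuro2A cells stimulated 20 min with 6 nM IGF at 37 deg C. After lysis, Ser473-phosphorylated Akt read by HTRF (ex 330 nm, em 615/665 nm) as the 665/615 ratio.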
A549 tox = Nrf2 qHTS screen for inhibitors: counterscreen for cytotoxicity; A549 ARE-Fluc cells, CellTiter-Fluor viability, 18-24 h; Potency, µM (top dose mostly 46 µM), for the others: at the top dose activity change, negative = cytotoxicity, usual class: inhibitors; hit rate 0.16% among 390,000; AID 504648, 2011; also: potency is read from the fitted curve at half-maximal effect; % is scaled to controls: 0 for no effect and ±100 for the full control effect
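A549 ARE_Fluc cells in 5% FBS OPTI-MEM were exposed to compounds in concentration-response for 18-24 h at 37 deg C. Viability was read by CellTiter-Fluor fluorescence (Ex 405/Em 525) after 30 min, before the luciferase read.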
Nrf2 activator = qHTS of Nrf2 Activators | AID 624171, 2012 | hit rate 0.31% among 410,000 | AREc32 ARE-luciferase reporter (MCF7-derived line), luminescence, 24 h | Potency, µM (titrated, usually from 46.1 µM), without a hit: at the highest dose activation, most hits filed as activators; also: potency is read from the fitted curve at half-maximal effect; % of control where 0% means no effect; nearly all actives have a fitted effect of over 65% in size
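ARE-driven firefly luciferase activity in AREc32 cells measured after a 24 hr compound exposure at 37 deg C, using Steady-Glo reagent and a 30 min room-temperature hold.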
* hit, by the source's call; & = joins results of further samples; [ ] = remark or other dose. Unless noted, calls follow the shape of the dose curve; as a rule, active = well fitted curve in the direction sought with a large enough effect; inconclusive = small, poorly fitted or top-dose-only effect, or another doubt; inactive = no such curve, though single readings can be large; an effect the other way counts as inactive or inconclusive. Not all compounds are listed. The share of hits here may be higher or lower than overall.

`COc1ccc(CCNC(=O)c2ccc3c(c2)N=C(C)c2cc(C)ccc2S3)cc1OC` gave Nrf2 block 15µM*, TGFb inhibitor inconclusive, A549 tox -11% and Nrf2 activator -1.0%.
Screening CCC(C)n1c(O)c(/C=N/Nc2nc3c(c(=O)n(C)c(=O)n3C)n2C)c(=O)[nH]c1=S (stereo unspecified) returned EPAC2 agonist -5%, Mm-Cpn inhibitor 2%, Nrf2 block -13%, TGFb inhibitor -28%, EPAC2 antagonist inconclusive, CCT chaperon mod -0.4, Akt phos inh inactive, A549 tox -5% and Nrf2 activator -0.5%.
Screening CCCCOc1ccc(Cn2c(=O)oc3ccccc32)cc1 returned EPAC2 agonist 0%, Mm-Cpn inhibitor 1%, Nrf2 block inconclusive, TGFb inhibitor 4%&-13%, EPAC2 antagonist -5%, CCT chaperon mod -3.2, Akt phos inh inactive, A549 tox 14%&-9% and Nrf2 activator -1.4%&-0.9%.
CC1CCCN(CCCNC(=O)c2ccc3c(c2)N(Cc2cccc(Cl)c2)C(=O)c2ccccc2S3=O)C1 (stereo unspecified) was read as EPAC2 agonist 8%, TGFb inhibitor 18µM*, EPAC2 antagonist 4%, CCT chaperon mod 2.1, Akt phos inh inactive and Nrf2 activator -5.4%.
For CN(CCc1nnc(N)s1)[N+](=O)[O-] the results were EPAC2 agonist 6%, Mm-Cpn inhibitor 1%, Nrf2 block 3%, TGFb inhibitor 17%, EPAC2 antagonist -13%, CCT chaperon mod -1.0, Akt phos inh inactive, A549 tox 5% and Nrf2 activator -0.6%.
`COc1cc(C)c(CN2CCN(c3ccccc3)CC2)cc1C` gave EPAC2 agonist 17%, Mm-Cpn inhibitor 0%, Nrf2 block 2%, TGFb inhibitor -11%, EPAC2 antagonist -8%, CCT chaperon mod -2.9, Akt phos inh inactive, A549 tox 12% and Nrf2 activator -0.4%.
For COC(=O)C1=C(c2cc3ccccc3o2)C[C@@H]2CC[C@H]1N2C(=O)N1CCC(C)CC1 the results were EPAC2 agonist 15%, Nrf2 block inconclusive, TGFb inhibitor inconclusive, EPAC2 antagonist 12%, CCT chaperon mod -4.5, Akt phos inh inactive, A549 tox -5% and Nrf2 activator 0.5%.
CC/C(=N\Nc1ccccc1)c1c(O)[nH]c(=O)[nH]c1=O was read as EPAC2 agonist 2%, Mm-Cpn inhibitor 1%, Nrf2 block -6%, TGFb inhibitor 4%, EPAC2 antagonist -8%, CCT chaperon mod -0.9, Akt phos inh inactive, A549 tox -6% and Nrf2 activator 4.5%.
Screening O=C(C1CCCO1)N1CCC2(CC1)OCCO2 (stereo unspecified) returned EPAC2 agonist 5%, Mm-Cpn inhibitor 0%, Nrf2 block -6%, TGFb inhibitor 1%, EPAC2 antagonist 8%, CCT chaperon mod 0.5, Akt phos inh inactive, A549 tox -7% and Nrf2 activator -0.6%.
COc1ccc(CN2CCN(C(=O)COc3ccccc3)CC2)c(OC)c1 was read as Nrf2 block 2%, TGFb inhibitor -11%, A549 tox -10% and Nrf2 activator 3.1%.
For CN(C)[C@@H]1C(=O)C(C(N)=O)=C(O)[C@@]2(O)C(=O)C3=C(O)c4c(O)cccc4[C@@](C)(O)C3[C@H](O)C12 (stereo partly specified) the results were EPAC2 agonist 6%&-2%, Mm-Cpn inhibitor -3%&-9%, Nrf2 block inconclusive, TGFb inhibitor 24%&-14%, EPAC2 antagonist 7%&7%, CCT chaperon mod -1.7&-0.3, Akt phos inh inactive, A549 tox -14%&-2% and Nrf2 activator 1.1%&-0.9%.
`CN1CC=C2C(C#N)=C(N)C(C#N)(C#N)C(c3ccncc3)C2C1` (stereo unspecified) gave EPAC2 agonist -1%, Mm-Cpn inhibitor 0%, Nrf2 block 2%, TGFb inhibitor 24%, EPAC2 antagonist -6%, CCT chaperon mod -1.8, Akt phos inh inactive, A549 tox -13% and Nrf2 activator 0.4%.
Screening OCC#CC[N+]1(CC#Cc2ccccc2)CCCC1 returned EPAC2 agonist -4%, Mm-Cpn inhibitor 0%, Nrf2 block 4%, TGFb inhibitor 5%, EPAC2 antagonist 3%, CCT chaperon mod 1.6, Akt phos inh inactive, A549 tox 0% and Nrf2 activator -0.7%.
CC(C)CN1CCN(Cc2cccc3c2OCO3)CC1CCO (stereo unspecified) was read as EPAC2 agonist 1%, Mm-Cpn inhibitor 0%, Nrf2 block 28%, TGFb inhibitor 2%, EPAC2 antagonist -1%, CCT chaperon mod -1.6, Akt phos inh inactive, A549 tox 4% and Nrf2 activator -0.2%.
`O=C(c1cc(C(=O)NCc2ccccc2)c(=O)n(Cc2ccccc2)c1)c1cc(Cl)ccc1O` gave EPAC2 agonist 1%, Mm-Cpn inhibitor inconclusive, Nrf2 block inconclusive, TGFb inhibitor inconclusive, EPAC2 antagonist -4%, CCT chaperon mod -0.2, Akt phos inh inactive, A549 tox -17% and Nrf2 activator 5.1%.
Screening CCOC(=O)c1ccc2c(c1)n(Cc1ccccc1)c(C)[n+]2CC returned EPAC2 agonist -5%, Mm-Cpn inhibitor -3%, Nrf2 block 3%, TGFb inhibitor 5%, EPAC2 antagonist 21%, CCT chaperon mod -6.0, Akt phos inh inactive, A549 tox 1% and Nrf2 activator -0.5%.
Screening COCCOC(=O)c1c(N)n(Cc2ccco2)c2nc3ccccc3nc12 returned EPAC2 agonist 7%, Mm-Cpn inhibitor -1%, TGFb inhibitor 14%, EPAC2 antagonist -1%, CCT chaperon mod 5.5, Akt phos inh inactive, A549 tox 9% and Nrf2 activator 5.1%.
O=[N+]([O-])c1cc([As](=O)(O)c2ccc(O)c([N+](=O)[O-])c2)ccc1O was read as EPAC2 agonist -1%, Mm-Cpn inhibitor 1%, Nrf2 block 4%, TGFb inhibitor 17%, EPAC2 antagonist 18µM*, CCT chaperon mod 2.7, Akt phos inh inactive, A549 tox -13% and Nrf2 activator -0.2%.
Cc1nn(Cc2ccccc2Cl)c(Cl)c1C(=O)OCC(=O)NCc1ccco1 was read as EPAC2 agonist -2%, Mm-Cpn inhibitor 0%, TGFb inhibitor 1%, EPAC2 antagonist -4%, CCT chaperon mod -0.4, Akt phos inh inactive, A549 tox 0% and Nrf2 activator 2.5%.
Screening CC1CCC(N2CCN(C(=O)COc3ccccc3)CC2)CC1 (stereo unspecified) returned EPAC2 agonist 7%, Mm-Cpn inhibitor -2%, Nrf2 block -3%, TGFb inhibitor -1%, EPAC2 antagonist -3%, CCT chaperon mod -1.9, Akt phos inh inactive, A549 tox 0% and Nrf2 activator 0.4%.
`Cc1nn(CC(C)C)c(Cl)c1C(=O)O` gave EPAC2 agonist 5%, Mm-Cpn inhibitor 0%, Nrf2 block -12%, TGFb inhibitor -17%, EPAC2 antagonist 4%, CCT chaperon mod 2.1, Akt phos inh inactive, A549 tox -1% and Nrf2 activator -0.5%.
C=CCNC(=S)/N=C/c1c(O)[nH]c(=O)[nH]c1=O was read as EPAC2 agonist 0%, Mm-Cpn inhibitor -3%, Nrf2 block 0%, TGFb inhibitor 11%, EPAC2 antagonist 3%, CCT chaperon mod 1.2, Akt phos inh inactive, A549 tox 1% and Nrf2 activator 2.3%.
For C=CCN1CC[C@]23c4c5ccc(O)c4OC2C(O)CC[C@@]3(O)[C@H]1C5 (stereo partly specified) the results were EPAC2 agonist -1%, Mm-Cpn inhibitor 1%, Nrf2 block 7%, TGFb inhibitor 4%, EPAC2 antagonist -21%, CCT chaperon mod -0.9, Akt phos inh inactive, A549 tox -2% and Nrf2 activator 0.2%.
Cc1ccsc1C(=O)C1CCCN(Cc2sc(N(C)C)nc2Cl)C1 (stereo unspecified) was read as EPAC2 agonist 14%, Mm-Cpn inhibitor -1%, Nrf2 block -4%, TGFb inhibitor -1%, EPAC2 antagonist -14%, CCT chaperon mod 0.0, Akt phos inh inactive, A549 tox -3% and Nrf2 activator 4.6%.
`CCOc1ccc(CCNC(=O)c2cc3c(-c4ccc(OC)c(OC)c4)nn(C)c3s2)cc1OCC` gave Nrf2 block 13µM*, TGFb inhibitor 8%, A549 tox -9% and Nrf2 activator -1.1%.
Screening O=C1NC(=O)N(CCc2ccc(F)cc2)C(=O)/C1=C/C=C/c1ccccc1 returned EPAC2 agonist 1%, Mm-Cpn inhibitor -1%, Nrf2 block inconclusive, TGFb inhibitor inconclusive, EPAC2 antagonist 3%, CCT chaperon mod 1.9, Akt phos inh inactive, A549 tox inconclusive and Nrf2 activator 0.4%.
For CCCCCCn1c(O)c(C=NCCN2CCCCC2)c(=O)[nH]c1=O the results were EPAC2 agonist 28%, Mm-Cpn inhibitor -1%, Nrf2 block 5%, TGFb inhibitor -8%, EPAC2 antagonist 22%[57.1 µM], CCT chaperon mod -0.4, Akt phos inh inactive, A549 tox -2% and Nrf2 activator -1.1%.
